# MITF inh – human MITF inhibition, primary screen; 650,000 tested, 0.91% active; O75030; AID 1259374; AlphaScreen MITF homodimerization, bead proximity signal; inhibition, % at 2.6 µM; in the data active = inhibition above about 50%;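 also: 0% = vehicle wells with protein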
# Target sequence (O75030 whole entry, looked up): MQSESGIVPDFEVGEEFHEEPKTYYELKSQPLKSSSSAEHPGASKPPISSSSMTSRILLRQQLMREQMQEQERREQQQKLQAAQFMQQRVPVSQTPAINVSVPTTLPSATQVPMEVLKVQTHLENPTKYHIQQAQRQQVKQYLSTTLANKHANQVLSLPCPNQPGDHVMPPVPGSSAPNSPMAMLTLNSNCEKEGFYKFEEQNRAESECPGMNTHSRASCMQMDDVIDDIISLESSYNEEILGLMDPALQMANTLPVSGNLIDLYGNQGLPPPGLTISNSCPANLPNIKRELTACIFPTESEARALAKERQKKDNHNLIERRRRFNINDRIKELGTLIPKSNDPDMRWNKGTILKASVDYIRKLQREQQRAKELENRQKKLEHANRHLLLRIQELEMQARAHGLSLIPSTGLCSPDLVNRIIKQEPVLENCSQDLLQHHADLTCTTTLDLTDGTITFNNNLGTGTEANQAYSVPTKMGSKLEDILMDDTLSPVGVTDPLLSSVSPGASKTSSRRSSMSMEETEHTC
# FBW7 act – activators of human E3 ligase FBW7; AlphaScreen FBW7–phospho-cyclin E peptide binding, activator screen; 650,000 tested, 0.13% active; Q969H0; normalized activity (activation), % at 26.1 µM; in the data active = normalized activity above about 1.9%;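 also: purified mutant Fbw7 with reduced substrate affinity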
# GPR151 activ – human GPR151 activation. PathHunter beta-arrestin GPR151 cells, luminescence. 650,000 tested, 1% active. Q8TDV0. activation, % at 11.2 µM; in the data active = activation above about 4.9%;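 also: 0% = median of compound wells and 100% = cells with positive control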
# Target sequence (Q8TDV0 whole entry, looked up): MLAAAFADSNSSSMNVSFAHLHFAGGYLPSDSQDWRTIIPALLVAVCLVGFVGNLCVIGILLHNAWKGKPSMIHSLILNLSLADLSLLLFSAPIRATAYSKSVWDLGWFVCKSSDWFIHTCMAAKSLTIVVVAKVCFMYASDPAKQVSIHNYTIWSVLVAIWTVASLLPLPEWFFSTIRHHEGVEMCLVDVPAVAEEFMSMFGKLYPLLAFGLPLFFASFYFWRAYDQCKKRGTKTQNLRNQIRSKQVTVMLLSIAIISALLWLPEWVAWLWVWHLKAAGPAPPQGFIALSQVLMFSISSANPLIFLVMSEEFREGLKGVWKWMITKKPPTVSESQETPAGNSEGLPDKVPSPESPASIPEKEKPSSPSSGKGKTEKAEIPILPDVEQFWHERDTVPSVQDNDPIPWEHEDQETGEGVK
# TEAD-YAP block – TEAD-YAP interaction inhibition | HEK-TIYL cells, TEAD-Gal4/YAP UAS-luciferase luminescence | inhibition, % at 9.12 µM | 640,000 tested, 1.4% active; in the data active = inhibition above about 32%;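 also: 0% = median of test compound wells and 100% = reference inhibitor wells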
# Active calls of the source: *; x = no result given.
SMILES,MITF inh,FBW7 act,GPR151 activ,TEAD-YAP block
CC(=O)NC(CC(=O)OCC(=O)Nc1sc2c(c1C(N)=O)CCC2)c1ccccc1 (stereo unspecified),23.6,0.0,1.0,4.1
N#Cc1c(SCC(=O)c2ccccc2)nc2c(c1-c1cccnc1)CCCC2,-17.6,0.3,0.4,-7.7
O=C(Nc1ccccc1Cl)C1CC(=O)n2ncnc2N1 (stereo unspecified),4.8,0.9,-0.9,6.5
CCOC(=O)C1CCC(CN(Cc2ccc(Cl)cc2)S(=O)(=O)c2c(C(C)C)cc(C(C)C)cc2C(C)C)CC1 (stereo unspecified),8.5,0.0,-0.4,4.5
Fc1ccccc1-c1nccnc1NCC1CC1,-2.5,-0.1,0.5,1.1
Cc1ccc2c(c1)s/c(=N\C(=S)NC(=O)CN1C(=O)CCC1=O)n2C,-6.8,0.0,2.2,-13.7
COc1cc(S(=O)(=O)NC2CC(C)(C)NC(C)(C)C2)c(OC)cc1Br,24.6,0.1,0.5,-0.1
O=C(Nc1nnc(C2CCCCC2)s1)C(F)(F)F,3.2,-0.4,1.6,-6.4
COc1ccccc1Nc1nnc2c(n1)-c1cccc3cccc-2c13,12.1,0.1,-0.7,-0.9
CCOC(=O)N1CCN(S(=O)(=O)c2cc(C(=O)Nc3ccccc3CC)ccc2F)CC1,6.1,0.0,-0.3,2.9
COc1ccc(N2N=NN(C(C)C)/C2=C/c2nnnn2-c2ccc(OC)cc2)cc1,11.9,0.0,-1.0,0.7
O=C1NC(CC(=O)N2CCC[C@@H]3CN(Cc4cccs4)CC[C@H]32)c2ccccc21 (stereo partly specified),-2.9,0.0,-0.1,-0.2
O=C(O)COc1ccc(S(=O)(=O)NCCc2ccccc2)cc1,8.8,-0.1,0.6,4.0
O=c1[nH]c2ccc(S(=O)(=O)N3CCCCC3)cc2[nH]c1=O,-9.2,-0.3,-0.2,-3.0
Cc1cc(NC(=S)N(CCCN2CCOCC2)Cc2cccs2)ccc1Cl,13.2,-0.1,-0.2,-1.3
CCOc1ccc(NC(=O)CSc2nc3ccccc3c(=O)n2CCC(=O)NCCc2ccc(OC)c(OC)c2)cc1,-0.5,0.1,0.2,4.5
Cc1cc(Br)cc(C)c1OCC(=O)N1CCOCC1,-5.7,-0.1,-0.4,4.7
Cc1ccc(C)c(N2CCN(S(=O)(=O)c3ccc4c(c3)CCN4C(=O)C3CC3)CC2)c1,19.1,0.6,-0.7,-0.5
O=C(NCc1cccc(C(F)(F)F)c1)c1cnc(Nc2ccc3ncccc3c2)s1,-1.6,-0.1,2.5,3.1
CN(Cc1ccccc1)C(=O)CSc1nc2cc(C(=O)N3CCC(C(N)=O)CC3)ccc2c(=O)n1-c1ccccc1,1.0,-0.1,-1.4,3.8
Oc1oc(-c2ccccc2Br)nc1C=Nc1ccc(F)cc1,-2.8,-0.1,0.4,-28.9
CC(NC(=O)CCNS(=O)(=O)c1cccc2nsnc12)c1ccccc1 (stereo unspecified),-4.4,-0.1,-0.4,-8.0
CCSc1nnc(NC(=O)CSc2nnc(CNC(=O)COc3ccc(Cl)cc3)n2-c2ccc(F)cc2)s1,-2.5,0.2,1.5,-4.1
COc1ccc(C2=NN(C(=O)CCCC(=O)O)C(c3ccc(Br)cc3)C2)cc1 (stereo unspecified),-6.7,-0.1,-1.2,-0.2
CCc1ccc(C2Nc3ccccc3NC3=C2C(=O)CC(c2ccc(OC)c(OC)c2)C3)cc1 (stereo unspecified),11.9,0.6,-0.3,1.2
# Continuation.
SMILES,MITF inh,FBW7 act,GPR151 activ,TEAD-YAP block
COc1ccc(CCNC(=O)CCCn2c(SCC(=O)Nc3cc(C)on3)nc3ccccc3c2=O)cc1OC,-6.0,0.0,-1.4,-0.5
CCCC(C)NC(=O)c1c2c(nc3ccccc13)CCC2 (stereo unspecified),4.5,0.1,0.2,-7.8
COc1cc(NC(=O)CN(C)S(=O)(=O)c2ccc3ccccc3c2)c(OC)cc1Cl,0.4,0.1,5.8*,-1.7
COc1ccc(OC)c2c1sc(=NC(=O)C(C)C)n2C,1.3,0.1,1.1,-2.5
CCOC(=O)C1=C(C)N=c2s/c(=C\c3ccc(Cl)cc3Cl)c(=O)n2C1c1ccc2c(c1)OCO2 (stereo unspecified),-0.5,0.1,-1.0,0.3
c1cnc(N2CCN(Cc3ccc4c(c3)CN(Cc3ccsc3)CCO4)CC2)nc1,21.1,0.6,-0.4,-4.7
c1ccc(Oc2ccc(Nc3nc(Nc4cccnc4)nc4c3ncn4-c3ccccc3)cc2)cc1,-2.6,-0.2,0.2,10.0
Cc1ccc(-c2nc3ccc(C(=O)NCc4ccccc4Cl)cc3nc2-c2ccc(C)cc2)cc1,-1.4,-0.1,0.1,-6.2
CC1CCCN(C(=O)c2cc(-c3ccccc3)n[nH]2)C1 (stereo unspecified),9.1,0.3,-1.7,-82.9
CN(C)c1cccc(Nc2cc(C(=O)NC3CCN(Cc4ccccc4)CC3)ccn2)c1,4.1,-0.2,0.6,-3.7
CC(C)c1ccc(Nc2ccn3ncc(-c4ccccc4CO)c3n2)cc1,5.4,0.3,0.7,6.1
CCOc1ccc(C(=O)Nc2c3c(nn2-c2ccc(OC)cc2)CSC3)cc1OCC,-2.5,-0.1,2.4,-1.8
COc1ccc(C(=O)CCC(=O)NCCSCc2ccccc2)cc1,-9.8,-0.2,-0.1,-2.0
O=c1[nH]c2ccccc2n1C1CCN(c2ncccn2)CC1,7.2,-0.1,2.1,2.6
COc1cccc(CNC(=O)CCC2CCCN(C(=O)c3ccc4cc[nH]c4c3)C2)c1 (stereo unspecified),-5.0,-0.1,3.1,-16.3
CC(C)Cc1ccc(C#N)c(SCc2nnc(-c3ccc([N+](=O)[O-])cc3)o2)n1,16.3,0.9,-1.9,6.8
Cc1ccccc1Cn1ccc(NC(=O)c2cnn3cc(Br)cnc23)n1,3.1,0.5,0.0,-8.2
CCc1nn(CC(=O)N2CCCCCC2)c(=O)c2cc3ccsc3n12,-0.4,-0.1,-0.1,-0.7
CCC(=O)NCC(c1ccc2c(c1)OCO2)N1CCOCC1 (stereo unspecified),1.5,0.0,-2.1,-4.1
COc1ccccc1C(=O)N/N=C(\C)c1cccnc1,-9.3,0.0,-0.7,-52.3
Cc1ccccc1C(=O)N1CCCCC1CO (stereo unspecified),6.3,0.0,-0.9,0.0
CCC1(C)Cc2c(sc3nc(SCC(=O)OC)[nH]c(=O)c23)CO1 (stereo unspecified),6.0,-0.2,0.4,1.1
COCCCn1c(C)cn2c3c(=O)n(C)c(=O)n(C)c3nc12,-10.1,-0.1,2.8,8.7
COc1cc(/C=N/Nc2nc3ccccc3s2)cc(Br)c1O,0.7,-0.1,1.9,-42.6
CCOC(=O)c1oc2ccccc2c1NC(=O)COc1cccc(C)c1,8.7,0.1,0.7,-2.0

# Fetched by structure from the entries so far:
SMILES,MITF inh,FBW7 act,GPR151 activ,TEAD-YAP block
COc1cccc(CNC(=O)CCC2CCCN(C(=O)c3ccc4cc[nH]c4c3)C2)c1 (stereo unspecified),-5.0,-0.1,3.1,-16.3
COc1ccccc1C(=O)N/N=C(\C)c1cccnc1,-9.3,0.0,-0.7,-52.3

# Later entries
SMILES,MITF inh,FBW7 act,GPR151 activ,TEAD-YAP block
Cc1nn2c(SCC(=O)c3ccc([N+](=O)[O-])cc3)nnc2[nH]c1=O,-9.5,0.3,1.6,5.6
CC(=O)c1ccc(NC(=O)c2ccc(S(=O)(=O)N(C)C3CCCC3)cc2)cc1,14.6,0.3,0.0,6.2
COc1ccc(-c2nnc3c4ccccc4c(C)nn23)cc1S(=O)(=O)NC(C)(C)CO,1.8,0.0,0.4,-4.4
COc1cc2nc3c4ccccc4n(CC(=O)O)c3nc2cc1OC,3.0,0.1,-5.6,-13.6
O=C(N/C(=C/c1ccco1)c1nc2ccccc2[nH]1)c1cccs1,-5.4,-0.1,0.2,-2.9
CCOc1ccc(/C(O)=C2\C(=O)C(=O)N(Cc3cccnc3)C2c2ccccc2F)c(C)c1 (stereo unspecified),4.4,-0.1,3.1,-5.2
CCOC(=O)c1nn2c(C(F)(F)F)cc(-c3ccc(C)cc3)nc2c1Cl,2.0,-0.1,0.1,3.9
Cc1cccc(NC(=O)Cn2c(Cc3ccccc3)nc3sc(C)c(C)c3c2=O)c1,-2.1,-0.1,0.8,-1.5
CCn1nc(C(=O)Nc2nnc(-c3ccccc3Cl)o2)cc1C,2.6,-0.6,0.9,3.1
c1ccc(CNc2cc(NC3CCN(Cc4ccccc4)CC3)ncn2)cc1,-2.3,-0.1,0.2,-1.1
C=C(C)C(=O)OCc1ccc(C#N)cc1,-1.4,-0.1,0.0,-5.1
CCOC(=O)C1=C(C)N=c2s/c(=C\c3ccccc3)c(=O)n2C1c1ccccc1 (stereo unspecified),-10.2,-0.1,2.2,7.3
O=[N+]([O-])c1cccc(N/C(=N\S(=O)(=O)c2ccccc2)c2ccccc2)c1,-1.8,-0.1,0.2,-4.5
CC1CCCC(NC(=O)c2cc(S(=O)(=O)N3CCc4ccccc43)cn2C)C1C (stereo unspecified),5.2,-0.2,0.2,-2.4
O=C(O)CSc1nnc2c3ccccc3ncn12,10.6,0.1,-3.4,-11.7
O=C(COc1ccccc1[N+](=O)[O-])Nc1ccc(Br)cc1F,6.2,0.0,-0.2,-22.3
CCOc1ccc(-c2cn3ccsc3n2)cc1,12.3,0.1,-1.5,42.6*
O=C(/C=C/c1ccccc1)ON1C(=O)CCC1=O,4.2,0.0,1.9,-1.2
CCCCCCNc1ncc2c(n1)c(=O)c(C#N)c1[nH]c3ccc(C)cc3c(=O)n12,-6.5,0.3,0.9,-3.7
Cc1nn(C(=O)Cc2ccccc2)c(C)c1Sc1ccccc1[N+](=O)[O-],5.3,-0.1,-0.8,-14.1
COC(=O)c1ccccc1NC(=O)C1c2ccccc2C(=O)N(C)C1c1ccc(OC)cc1 (stereo unspecified),9.9,-0.1,3.1,-4.0
CCOc1ccc(Nc2cc(N3CCCCCC3)c3nonc3c2[N+](=O)[O-])cc1,-15.1,-0.1,-1.6,4.2
O=C(Nc1ccc(Cl)c(Cl)c1)C1C2C=CC3(O2)C1C(=O)N(C1CCCCC1)C3C(=O)NC1CCCCC1 (stereo unspecified),1.6,0.4,-0.5,3.1
CCOC(=O)C(=O)Nc1c(C(=O)Nc2ccc(OC)cc2OC)oc2ccccc12,-1.4,-0.1,0.8,-11.5
COc1ccc(C(=O)NC2(c3ccccc3)CC2)cc1OC1CCN(C(C)C)CC1,11.3,-0.1,-1.0,-21.1

# Compound profiles, as listed above. Order of screens: MITF inh | FBW7 act | GPR151 activ | TEAD-YAP block
# C=C(C)C(=O)OCc1ccc(C#N)cc1 is entered as -1.4 | -0.1 | 0.0 | -5.1
# CCOC(=O)C1=C(C)N=c2s/c(=C\c3ccccc3)c(=O)n2C1c1ccccc1 (stereo unspecified) is entered as -10.2 | -0.1 | 2.2 | 7.3
# O=C(N/C(=C/c1ccco1)c1nc2ccccc2[nH]1)c1cccs1 is entered as -5.4 | -0.1 | 0.2 | -2.9
# COc1ccc(-c2nnc3c4ccccc4c(C)nn23)cc1S(=O)(=O)NC(C)(C)CO is entered as 1.8 | 0.0 | 0.4 | -4.4

# Continued:
SMILES,MITF inh,FBW7 act,GPR151 activ,TEAD-YAP block
CC(C)(C)OC(=O)NCCCC1=CC2=CC(=O)C(C)(OC(=O)C3CCCC3)C(=O)C2=CO1 (stereo unspecified),3.1,-0.1,0.9,x
Cc1ccc2nc(SCC(=O)Nc3nccs3)c(C)cc2c1,8.1,0.0,-0.6,-5.2
Cc1nc2ncnn2c(C)c1CCC(=O)N1CCCC1,-3.2,-0.1,1.2,-9.1
CCOC(=O)N1CCN(C(=O)CN(Cc2ccc(Cl)cc2)S(C)(=O)=O)CC1,3.1,-0.1,-0.7,2.2
Cc1ccc(-n2c(C)cc(/C=C3/SC(=O)NC3=O)c2C)cc1,2.4,0.0,0.8,-10.2
CCOC(=O)Cc1ccc(N(Cc2ccccc2)S(=O)(=O)c2ccc(OC)cc2)cc1,-3.4,0.1,1.5,-10.6
CC(C)N(C)Cc1nnnn1CC(=O)N(C)CC1COc2ccccc2O1 (stereo unspecified),12.8,0.1,-0.5,8.8
CC(C)(C)NC(=O)c1cc2cc(Br)ccc2oc1=O,2.8,0.1,-0.1,3.0
CCN(CC)c1ccc(NC(=O)Nc2cc(OC)ccc2OC)cc1,4.5,-0.4,-0.9,-2.2
O=C(Nc1ccc2c(c1)OCCO2)c1cccc2c3c([nH]c12)CCCC3,-39.1,0.1,0.5,-39.3
O=C(Nc1c(-c2cccs2)nc2ncccn12)c1ccco1,11.7,0.0,4.6,-5.9
COc1ccc(CC(=O)N2CCC3(CC2)CC(=O)c2ccccc2O3)cc1OC,2.5,0.0,1.9,31.3
Cc1ccc(/C(O)=C2\C(=O)C(=O)N(c3ccccn3)C2c2ccccc2[N+](=O)[O-])cc1 (stereo unspecified),10.2,-0.1,-0.4,-10.2
CCOc1ccc(N2CC(NC(=O)Nc3ccccn3)CC2=O)cc1 (stereo unspecified),-8.1,0.0,1.6,5.2

# Looked up above.
# TEAD-YAP block result of CCOc1ccc(N2CC(NC(=O)Nc3ccccn3)CC2=O)cc1 (stereo unspecified) : 5.2
# MITF inh result of Cc1ccc(-n2c(C)cc(/C=C3/SC(=O)NC3=O)c2C)cc1 : 2.4
# GPR151 activ result of O=C(Nc1c(-c2cccs2)nc2ncccn12)c1ccco1 : 4.6
# MITF inh result of COc1ccc(CC(=O)N2CCC3(CC2)CC(=O)c2ccccc2O3)cc1OC : 2.5
# GPR151 activ result of Cc1ccc2nc(SCC(=O)Nc3nccs3)c(C)cc2c1 : -0.6

# Screens: PubChem, The Scripps Research Institute Molecular Screening Center
